High-throughput results: PubChem, National Center for Advancing Translational Sciences (NCATS)
Vif-APOBEC3G blk: blocks the Vif interaction with human APOBEC3G. HeLa A3G-eYFP + Vif (tagged APOBEC3G with the HIV-1 protein that degrades it), YFP fluorescence, overnight. Potency, µM (doses to about 46.1 µM), inactives show at the highest dose activity, negative = active, usual class: inhibitors. Q9HC16. 410,000 tested, 0.076% active;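 also: potency is read from the fitted curve at half-maximal effect; % is scaled to controls: 0 for no effect and ±100 for the full control effect; nearly all actives have a fitted effect of over 60% in size; hits raise eYFP signal because A3G escapes Vif-driven loss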
Target sequence (Q9HC16 whole entry, looked up): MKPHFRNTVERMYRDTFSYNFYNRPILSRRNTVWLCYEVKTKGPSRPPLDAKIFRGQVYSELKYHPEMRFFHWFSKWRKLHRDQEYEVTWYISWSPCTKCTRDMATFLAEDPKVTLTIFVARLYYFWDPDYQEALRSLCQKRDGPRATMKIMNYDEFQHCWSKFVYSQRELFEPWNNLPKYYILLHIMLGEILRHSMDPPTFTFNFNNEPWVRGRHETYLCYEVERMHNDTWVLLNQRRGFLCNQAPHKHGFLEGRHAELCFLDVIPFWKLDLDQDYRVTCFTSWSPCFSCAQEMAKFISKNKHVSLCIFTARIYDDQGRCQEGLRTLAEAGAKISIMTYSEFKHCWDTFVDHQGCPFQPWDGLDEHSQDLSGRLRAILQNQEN
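HeLa cells stably expressing Vif and C-terminally eYFP-tagged A3G, seeded overnight at 37 deg C, then exposed to compound by pintool overnight at 37 deg C. Rise in yellow fluorescence (Ex 488/Em 500-530, Acumen) marks blocked Vif-driven A3G degradation.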
D1 agonist: human D1 receptor agonism; AID 504660; 360,000 tested, 1% active; HEK293 T-REx D1 cells, calcium flux, agonist mode; P21728; activation, % at 2 µM; in the data active = activation above about 30%; also: 0% is about no effect
Target sequence (P21728 whole entry, looked up): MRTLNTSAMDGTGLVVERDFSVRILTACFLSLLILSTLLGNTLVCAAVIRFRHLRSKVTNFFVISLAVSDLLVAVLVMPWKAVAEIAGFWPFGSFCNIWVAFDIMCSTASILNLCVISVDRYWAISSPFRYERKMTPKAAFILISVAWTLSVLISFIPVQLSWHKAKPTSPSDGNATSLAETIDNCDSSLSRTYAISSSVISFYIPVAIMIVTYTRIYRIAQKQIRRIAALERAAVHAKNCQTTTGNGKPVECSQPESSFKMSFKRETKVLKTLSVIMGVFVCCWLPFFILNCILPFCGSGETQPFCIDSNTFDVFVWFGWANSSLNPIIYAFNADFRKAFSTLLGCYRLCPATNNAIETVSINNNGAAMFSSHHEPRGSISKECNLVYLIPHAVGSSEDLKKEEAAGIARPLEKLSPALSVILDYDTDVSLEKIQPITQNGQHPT
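Inducible HEK293 T-REx D1 cells, force-coupled to calcium signalling, were plated at 4000 cells/well with tetracycline and held overnight at 30 C. After no-wash calcium dye loading, compound-evoked calcium rise over 180 s flagged agonists.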
D1 PAM: potentiators of human D1 dopamine receptor. HEK293 TREx D1 cells, calcium flux, dopamine EC20 potentiation. potentiation, % at 10 µM. AID 504651. 360,000 tested, 0.036% active. P21728; in the data active = potentiation above about 30%; also: 0% is about no effect
D1 antag: blocks dopamine activation of the human D1 receptor | AID 504652 | activity change, negative = inhibition, % at 10 µM | P21728 | 360,000 tested, 3.2% active | HEK293 TREx D1 cells, calcium flux, dopamine EC80; hits give low values; in the data active = activity change below about -30%; also: % is scaled to controls: 0 for no effect and ±100 for the full control effect
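HEK293 T-REx cells expressing inducible, force-coupled D1 receptor; no-wash Ca dye, 30–90 min RT. Cmpd → 180 s read at 1 Hz → EC80 DA → 180 s read.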
D2 PAM: positive allosteric modulators of human D2 dopamine receptor. P14416. HEK293 T-REx D2, calcium flux, EC20 dopamine potentiation. potentiation, % at 10 µM. 340,000 tested, 0.34% active. AID 485347;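 active = potentiation over 3 SD above the plate norm, cut at about 30% in these data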; also: 0% is about no effect
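Tetracycline-induced Hek293 Trex D2 cells, force-coupled to calcium, loaded with no-wash calcium dye. Compound added with 180 s kinetic read for agonism, then EC20 dopamine and a further 180 s read for potentiation.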
LDHA block: blocks human lactate dehydrogenase A. P00338. purified LDHA, NADH/diaphorase-resazurin fluorescence; hits give low values. activity change, % (values are at about 110 or 230 µM). 480,000 tested, 0.15% active. AID 1347041; in the data active = activity change below about -30%; inconclusive = mostly about -25% to -30%;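 also: plate controls were DMSO wells for no effect and wells without enzyme for full effect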
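Enzyme activity of human lactate dehydrogenase 5 (2 nM; 0.06 mM NADH, 0.2 mM pyruvate, 5 min, RT) is measured via a resazurin/diaphorase fluorescence readout of residual NADH.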
RXFP1 agonist: agonists of human relaxin receptor RXFP1. AID 2676. HEK293T-RXFP1 cAMP TR-FRET, 30 min; response scale: percent of porcine relaxin response, buffer zero. 370,000 tested, 0.3% active. Potency, µM (doses to about 57.5 µM), inactives show at the top dose activation, actives largely listed as activators; also: potency is read from the fitted curve at half-maximal effect; % is scaled to controls: 0 for no effect and ±100 for the full control effect; nearly all actives have a fitted effect of over 60% in size; many of its hits are not listed in these tables
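Agonist response is measured as cAMP accumulation in an RXFP1-transfected HEK293T line under PDE4 inhibition. Values are scaled between buffer-only and 29 nM porcine relaxin, and EC50s come from standard Hill equation fits.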
GRP78 ERSR act: induces the endoplasmic reticulum stress response in human glioma cells. Potency, µM, inactives show at the highest dose activation, most hits filed as activators. 420,000 tested, 0.02% active. U87-MG GRP78 promoter luciferase reporter, 16 h; also: potency is read from the fitted curve at half-maximal effect; series mostly up to about 76 µM; % of control where 0% means no effect; nearly all actives have a fitted effect of over 35% in size
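Stably transfected U87-MG human glioma cells carrying a GRP78-based luminescent sensor were seeded at 1000 cells/well, pin-dosed with compounds and incubated 16 h. Luciferase reagent was then added, and end-point luminescence was read after 10 min at room temperature.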
Vif-APOBEC3F blk: blocks the Vif interaction with APOBEC3F | HeLa A3F-eYFP + Vif (tagged APOBEC3F with the HIV-1 protein that degrades it), YFP fluorescence increase | Potency, µM (highest dose often 46.1 µM), for inactives: at the highest dose activity, negative = active | 390,000 tested, 0.2% active | AID 602313; also: potency is read from the fitted curve at half-maximal effect; % of control where 0% means no effect; nearly all actives have a fitted effect of over 65% in size
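HeLa cells stably expressing Vif plus C-terminally eYFP-tagged A3F were seeded, incubated overnight at 37 deg C, dosed with compound, incubated overnight again at 37 deg C. Yellow fluorescence (Ex 488/Em 500-530) reported blocked Vif-mediated A3F-eYFP degradation.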
Active calls of the source: *; u = inconclusive; x = no result given; & = joins results of further samples. Unless noted, calls follow the shape of the dose curve; as a rule, active = well fitted curve in the direction sought with a large enough effect; inconclusive = small, poorly fitted or top-dose-only effect, or another doubt; inactive = no such curve, though single readings can be large; an effect the other way counts as inactive or inconclusive. The list is partial; rates above refer to the full screens.

SMILES	Vif-APOBEC3G blk	D1 agonist	D1 PAM	D1 antag	D2 PAM	LDHA block	RXFP1 agonist	GRP78 ERSR act	Vif-APOBEC3F blk
O=C(Nc1ccccc1)Nc1nc(-c2ccc(F)c(F)c2)cs1	0%	5	4	3	-5	-7	-0.3%	6%	-31%
CCOC(=O)C1CCN(Cc2cccc(OC)c2)CC1	0%	2	-5	17	-27	-21	-0.9%	-4%	-8%
CC(C)COP(=O)(CNC(=O)CN1C(=O)c2ccccc2S1(=O)=O)OCC(C)C	0%	2	-2	-10	5	-2	3.4%	8%	0%
CCOC(=O)c1sc(NC(=S)NC(=O)C23CC4CC(CC(C4)C2)C3)cc1C	1%	0	-5	-6	x	-4	-0.1%	-3%	-1%
CN(CC(=O)Nc1ccccc1Br)C(=O)c1cccn1C	-1%	0	0	9	-2	2	-0.5%	-2%	-2%
CC(=O)Nc1cc(Br)ccc1O	9%	3	-1	13	12	-5	-2.5%	-3%	4%
O=C(O)CCn1c(-c2ccccn2)nc2ccccc21	3%	2	-8	-1	6	0	3.6%	4%	-30%
CCOC(=O)C1(CCOC)CCN(Cc2ccc3nonc3c2)CC1	1%	1	-4	-12	-13	-6	3.5%	-3%	-2%
CCCNC(=S)N1CC2(C)CN(C(=O)C(=O)OCC)CC(C)(C1)C2=O	2%	2	2	5	-1	-2	-0.3%	-4%	-5%
CCOC(=O)c1c(S(=O)(=O)NCC(=O)Nc2ccc(Cl)c(C(F)(F)F)c2)c(C)n(C)c1C	-5%	6	-2	-17	-21	-2	-1.3%	-3%	-5%
Cc1cccc(N2CCN(C(=O)CN(C)S(=O)(=O)c3ccc4c(c3)CCC(=O)N4)CC2)c1C	4%	1	0	-16	-3	0	1.0%	-1%	0%
COc1cc(C2C3=C(Nc4nc(N)[nH]c(=O)c42)c2ccccc2C3=O)ccc1O (configuration not stated)	-1%	2	-3	-7	12	9	0.0%	-4%	10%
C[C@H]1COC(=O)[C@H](CC(=O)OC(C)(C)C)C/C=C\C[C@@H](CC(=O)N(CCO)Cc2ccccc2)C(=O)N1	2%	x	x	x	x	-3	x	-2%	-3%
CC(=O)Nc1ccc(NC(=O)Cn2nc(C(=O)Nc3ccc(C)cc3)ccc2=O)cc1	3%&2%	3&-1	-8&-3	4&0	-7&10	-10&-18	3.2%&-0.1%	-1%&-1%	-25%&-5%
Cc1ccc(C)c(NC(=O)CCC(=O)N/N=C/c2ccc3c(c2)OCO3)c1	-3%	6	-4	-10	2	-4	-1.0%	1%	11%
CN(C)CCN[C@H]1CCC2C3CC=C4C[C@@H](O)CC[C@]4(C)C3CC[C@@]21C (some centres not stated)	0%	x	x	x	x	-4	x	-6%	3%
COc1ccc(/C(N)=N/OC(=O)Cc2ccccc2[N+](=O)[O-])cc1	-1%	6	4	17	0	-3	0.4%	-3%	5%
NC(=O)c1ccc(-n2nnnc2SCc2ccccc2)cc1	3%	7	-5	5	-9	-3	2.6%	-4%	-4%
CCOc1ccc(CN(C)CC(=O)NCc2ccccc2)cc1	0%	0	4	13	x	-1	-0.9%	-2%	2%
COc1cc(Cl)c(NC(=O)CN2C(=O)c3cccnc3Sc3ccccc32)c(OC)c1	x	0	-2	11	-3	0	0.5%	x	x
NS(=O)(=O)c1ccc(NC(=O)COC(=O)c2cc3ccccc3oc2=O)cc1	0%	3	3	4	0	-5	1.7%	-3%	1%
COc1ccc2nc(-c3ccccc3)cc(C(=O)N3CCC3)c2c1	0%	0	-4	-4	2	1	3.2%	-3%	0%
CC(=O)NC(CC(=O)NC1CCCCCC1)c1ccccc1 (configuration not stated)	0%	0	2	-4	-6	0	1.4%	-4%	-9%
Cc1cc(C)c(S(=O)(=O)/N=C2\C=CC(=O)C(Cl)=C2)c(C)c1	3%	2	-3	-12	8	31	-0.8%	-1%	-14%
COc1ccc(-c2nc(SCCOc3cc(C)ccc3C(C)C)n3[nH]c(=O)cc3n2)cc1	1%	2	-1	-2	-20	4	-1.1%	-2%	u
O=C(NCCc1ccccc1)C(c1ccccc1F)N(C(=O)c1csnn1)C1CC1 (configuration not stated)	-2%	-3	0	-5	x	2	2.8%	-3%	2%
O=S(=O)(NC1CCc2ccccc21)c1ccccc1 (configuration not stated)	-8%	x	x	x	x	4	x	-5%	0%
COc1ccc(C(=O)N[C@H](C(=O)NCCc2ccc3c(c2)OCCO3)C(C)C)cc1	-6%	x	x	x	x	-1	x	-4%	6%
Cn1c(N)c(C(=O)COC(=O)CN2C(=O)c3ccccc3C2=O)c(=O)n(C)c1=O	-1%	1	-4	12	0	-6	15%	-2%	1%
Cc1ccc2cc(CN(CC3CCCO3)S(=O)(=O)c3cccc4nsnc34)c(=O)[nH]c2c1 (configuration not stated)	-2%	-2	1	6	8	0	0.0%	-3%	-1%
Cc1cc2c(cc(C(=O)OC(C(=O)NC3CCCCC3)C(C)C)n2C)o1 (configuration not stated)	1%	2	1	19	5	-7	-2.4%	-1%	2%
COc1ccc(-c2noc(-c3ccccc3C(=O)NCc3ccco3)n2)cc1	-3%	2	2	-13	-4	-5	1.1%	0%	-7%
CC1CCCN(C(=S)Nc2ccc(Nc3ccccc3)cc2)C1 (configuration not stated)	0%	2	5	-1	-3	-12	0.4%	2%	-5%
COc1ccc(-c2noc(CNC(=O)C(C)Oc3ccccc3)n2)cc1 (configuration not stated)	4%	0	-2	-8	10	0	2.5%	7%	-7%
O=C(CCNS(=O)(=O)c1ccc(OC(F)(F)F)cc1)NC1CC1	0%	x	x	x	x	-11	x	-2%	-3%
COc1ccc(CCNC(=O)CN(C)S(=O)(=O)c2cccc3nsnc23)cc1OC	-7%	3	-7	4	-5	1	-2.6%	-2%	x
COc1cc(C(=O)COC(=O)C2CC2(Cl)Cl)cc(OC)c1OC (configuration not stated)	-5%	x	x	x	x	-8	x	-4%	4%
CCN(CC(=O)Nc1ccc(NC(C)=O)cc1)C(=O)c1cc(-c2ccccc2)nn1-c1ccccc1	0%	0	-10	-6	-5	-5	0.0%	-2%	-8%
CCCN1C(=O)C2(c3ccccc31)c1c(oc3cc(C)c(C)cc3c1=O)C(=O)N2CCCOC (configuration not stated)	2%	-2	4	4	6	-6	-0.6%	1%	2%
O=C(NCc1ccc(F)cc1)c1cccnc1	-5%	3	6	-14	3	-2	1.0%	-4%	-28%
CCNC(=O)NC(=O)CSc1ccc(NC(C)=O)cc1	0%	1	0	-13	7	-4	-1.9%	-3%	2%
CCOc1cc(/C=C2\COc3ccccc3C2=O)cc(Br)c1OCC(=O)N(C)C	-19%	6	0	10	-1	10	2.4%	-17%	3%
COc1cccc(C(=O)/C=C/Nc2ccc(NC(C)=O)cc2)c1	-1%	4	0	-3	8	-6	-0.8%	5%	-1%
CC(C)Cc1nc(SCC(=O)N2CCCCC2)c2c(=O)n(C)c(=O)n(C)c2n1	-3%	0	4	7	-2	0	-1.4%	3%	13%
O=C(c1ccc(Br)cc1)N1CCN(Cc2ccccc2)CC1	4%	1	-30	-57*	-5	-6	-0.3%	-3%	-5%

Shown in markdown: part of the list above
| compound | Vif-APOBEC3G blk | D1 agonist | D1 PAM | D1 antag | D2 PAM | LDHA block | RXFP1 agonist | GRP78 ERSR act | Vif-APOBEC3F blk |
| --- | --- | --- | --- | --- | --- | --- | --- | --- | --- |
| COc1ccc(-c2noc(CNC(=O)C(C)Oc3ccccc3)n2)cc1 (configuration not stated) | 4% | 0 | -2 | -8 | 10 | 0 | 2.5% | 7% | -7% |
| O=C(CCNS(=O)(=O)c1ccc(OC(F)(F)F)cc1)NC1CC1 | 0% | x | x | x | x | -11 | x | -2% | -3% |
| COc1ccc(CCNC(=O)CN(C)S(=O)(=O)c2cccc3nsnc23)cc1OC | -7% | 3 | -7 | 4 | -5 | 1 | -2.6% | -2% | x |
| COc1cc(C(=O)COC(=O)C2CC2(Cl)Cl)cc(OC)c1OC (configuration not stated) | -5% | x | x | x | x | -8 | x | -4% | 4% |
| CCN(CC(=O)Nc1ccc(NC(C)=O)cc1)C(=O)c1cc(-c2ccccc2)nn1-c1ccccc1 | 0% | 0 | -10 | -6 | -5 | -5 | 0.0% | -2% | -8% |
| CCCN1C(=O)C2(c3ccccc31)c1c(oc3cc(C)c(C)cc3c1=O)C(=O)N2CCCOC (configuration not stated) | 2% | -2 | 4 | 4 | 6 | -6 | -0.6% | 1% | 2% |
| O=C(NCc1ccc(F)cc1)c1cccnc1 | -5% | 3 | 6 | -14 | 3 | -2 | 1.0% | -4% | -28% |
| CCNC(=O)NC(=O)CSc1ccc(NC(C)=O)cc1 | 0% | 1 | 0 | -13 | 7 | -4 | -1.9% | -3% | 2% |
| CCOc1cc(/C=C2\COc3ccccc3C2=O)cc(Br)c1OCC(=O)N(C)C | -19% | 6 | 0 | 10 | -1 | 10 | 2.4% | -17% | 3% |
| COc1cccc(C(=O)/C=C/Nc2ccc(NC(C)=O)cc2)c1 | -1% | 4 | 0 | -3 | 8 | -6 | -0.8% | 5% | -1% |

(listing goes on)
SMILES	Vif-APOBEC3G blk	D1 agonist	D1 PAM	D1 antag	D2 PAM	LDHA block	RXFP1 agonist	GRP78 ERSR act	Vif-APOBEC3F blk
C1CCN2C[C@@H]3C[C@@H](CN4CCCC[C@@H]34)[C@H]2C1	-1%	x	x	x	x	-9	x	-4%&-2%	-1%
CC(C)CCOc1ccccc1C(N)=O	0%	3	-2	7	4	-2	0.6%	-4%	1%
COc1ccc(Cl)cc1Nc1sc(C(=O)c2ccccc2)c(N)c1C(=O)Nc1ccccc1	-4%	13	6	-5	16	-5	2.3%	17%	3%
CCC1=NN(C(=O)c2ccccc2Br)C(O)(c2ccc(Br)cc2)C1 (configuration not stated)	1%	1	-4	8	-5	-1	0.0%	-4%	-6%
C[C@@H]1CN([C@@H](C)CO)C(=O)CCCn2nncc2CO[C@H]1CN(C)S(=O)(=O)c1ccc(Oc2ccccc2)nc1	2%	x	x	x	x	4	x	-2%	-5%
COc1cc(CCCN2C(=O)C(=O)NC[C@@H]2CCCCN)cc(OC)c1OC	-2%	4	4	-14	-10	-11	0.4%	0%	1%
